Screening data as filed in PubChem BioAssay.
TNF death inh = inhibitors of TNF-alpha induced necroptosis in Jurkat FADD-/- cells; Jurkat FADD-/- TNF necroptosis rescue, ATP luminescence, 24 h; 0 = TNF only, 100 = no-TNF cells; activation (protection from cell death), % at 10 µM; hit rate 0.068% among 220,000;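 active = activation, meaning protection from cell death, of at least 50% relative to plate controls; inactive = activation below 50%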;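 note: necroptosis triggered by 40 ng/mL TNF-alpha added together with compound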
TRPML3 agonist = human mucolipin-3 channel agonism; Q8TDD5; hit rate 0.29% among 220,000; activation, % at 3 µM; HEK293 TRPML3-YFP, Fluo-8 calcium fluorescence; 100% = the carbachol control signal;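 active = activation above its plate's cutoff, the mean activation of the plate's test wells plus 3 SD, cut at about 12% in these data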;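 note: 0% = DMSO only wells and 100% = carbachol wells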
Target sequence (Q8TDD5 whole entry, looked up): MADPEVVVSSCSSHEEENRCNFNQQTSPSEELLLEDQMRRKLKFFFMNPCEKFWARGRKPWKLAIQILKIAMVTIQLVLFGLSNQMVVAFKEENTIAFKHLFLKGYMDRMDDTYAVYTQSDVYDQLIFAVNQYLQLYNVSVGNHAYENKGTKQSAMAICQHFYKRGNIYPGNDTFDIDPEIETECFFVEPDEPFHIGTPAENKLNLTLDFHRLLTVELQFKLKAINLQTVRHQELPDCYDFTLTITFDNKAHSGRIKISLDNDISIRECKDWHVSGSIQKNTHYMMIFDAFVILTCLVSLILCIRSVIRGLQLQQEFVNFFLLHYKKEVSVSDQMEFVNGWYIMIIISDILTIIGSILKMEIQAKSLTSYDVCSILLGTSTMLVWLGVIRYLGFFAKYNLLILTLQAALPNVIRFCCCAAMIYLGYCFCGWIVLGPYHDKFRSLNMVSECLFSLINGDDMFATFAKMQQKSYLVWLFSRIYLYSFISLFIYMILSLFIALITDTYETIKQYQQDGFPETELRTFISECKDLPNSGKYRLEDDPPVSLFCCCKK
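system = HEK293 cells stably carrying human TRPML3-YFP | doses = one concentration, 3 µM nominal, 0.3% DMSO | timing = dye loading 1 h 37 °C then 30 min ambient, 125 s read | detection = Fluo-8 calcium dye fluorescence, ex 470-495, em 515-575 nm | benchmarks = high control carbachol 87 µM, low control DMSO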
Wee1 stabilizer = human Wee1 degradation inhibition, primary screen; P30291; HeLa Luc-Wee1K328M stability, luciferase luminescence; 100% = proteasome inhibitor MG132 effect; reporter increase, % at 5 µM; hit rate 1.2% among 220,000;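 active = activation above the mean of all tested compounds plus 3 SD, set per screening run, cut at about 8.8% in these data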;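 note: cells exposed to compound for 20 h before luminescence read; 0% = DMSO alone and 100% = MG132 at 30 µM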
BaF3 parental = parental Ba/F3 viability inhibition as JAK2V617F counter-screen | CellTiter-Glo ATP luminescence | inhibition, % at 5.6 µM | hit rate 1.1% among 220,000 | AID 1486;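 active = inhibition above a per-campaign cutoff, the mean inhibition of all tested compounds plus 3 SD, cut at about 27% in these data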;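 note: 0% = DMSO wells and 100% = JAK Inhibitor I control wells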
PPC-1+TRAIL kill = compounds killing PPC-1 cancer cells with TRAIL present (potentiator screen, no TRAIL-free arm); hit rate 0.41% among 220,000; PPC-1 cells + TRAIL, ATPLite viability luminescence; AID 1443; cell killing (% activity), % at 4 µM;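 active = cell killing above 50% in the first pass at 4 µM, then a duplicate retest at 5 µM averaging 50% or more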;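 note: plate controls were cells with TRAIL plus DMSO for no effect and medium-only wells lacking cells for full effect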
CHOP inhibitor = inhibitors of CHOP induction in ER stress response. CHO-K1 CHOP-promoter luciferase, tunicamycin-induced, 15-18 h. hit rate 3.8% among 220,000. inhibition, % at 10 µM;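 active = compounds that reduced the stress-induced luciferase reporter signal by more than about 70% of percent inhibition, limit read from the data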;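 note: 0% = tunicamycin plus vehicle and 100% = wells without tunicamycin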
TRPN1 ag = activates the zebrafish TRPN1 channel; HEK293 zebrafish TRPN1-YFP, Fluo-8 calcium fluorescence; 100% = response to 87 µM carbachol; AID 1424; hit rate 0.18% among 220,000; activation, % at 3 µM;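 active = activation above its plate's cutoff, the mean activation of test wells on that plate plus 3 SD, cut at about 19% in these data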;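 note: 0% = DMSO alone and 100% = 87 µM carbachol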
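Material – zebrafish TRPN1-YFP in HEK293 cells · Doses – 3 µM single point · Schedule – dye 1 h 37 °C plus 30 min RT · Signal – Fluo-8 calcium fluorescence, excitation 470-495 nm, emission 515-575 nm · Read-out – % activation versus carbachol response · Control set – carbachol high, DMSO low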
RBBP9 inh = inhibitors of human serine hydrolase RBBP9. AID 1515. recombinant RBBP9, FP-Rh probe fluorescence polarization. hit rate 0.2% among 220,000. inhibition, % at 7.94 µM. O75884;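 active = inhibition above the campaign mean of all tested compounds plus 3 SD, cut at about 14% in these data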;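 note: plate controls were DMSO wells with RBBP9 for no effect and wells lacking RBBP9 protein for full effect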
Target sequence (O75884 whole entry, looked up): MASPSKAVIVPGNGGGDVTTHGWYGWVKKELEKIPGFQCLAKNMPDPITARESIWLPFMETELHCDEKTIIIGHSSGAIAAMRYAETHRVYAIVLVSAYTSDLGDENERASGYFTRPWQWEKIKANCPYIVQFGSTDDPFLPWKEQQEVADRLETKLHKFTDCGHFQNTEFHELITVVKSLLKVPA
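Measured by – fluorescence polarization · Test system – RBBP9 protein · Input – 2.5 µM RBBP9 dispensing solution, before mixing · Measure – percent inhibition from mP, scaled between DMSO and no-protein wells · Benchmarks – DMSO-treated enzyme wells and wells lacking RBBP9 · Times – preincubation 30 min plus labeling 45 min at 25 °C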
Ba/F3 V617F tox = lowers viability of Ba/F3 cells expressing EpoR and JAK2V617F | ATP luminescence | inhibition, % at 5.6 µM | hit rate 1.1% among 220,000 | AID 1446;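 active = inhibition above the campaign mean plus 3 SD over all tested compounds, cut at about 24% in these data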;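 note: cytokine-independent growth of Ba/F3 cells driven by EpoR plus mutant JAK2; 0% = DMSO-treated cells and 100% = JAK inhibitor I control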
* hit, by the source's call; [ ] = dose if it differs, or a comment.

Values run as follows: TNF death inh, TRPML3 agonist, Wee1 stabilizer, BaF3 parental, PPC-1+TRAIL kill, CHOP inhibitor, TRPN1 ag, RBBP9 inh, Ba/F3 V617F tox
COc1ccc(CCNC(=O)c2nnc(Cc3ccc(Cl)cc3)o2)cc1OC
  -1.1, -0.5, -4, 5, 8, 59, -0.8, -12, -3
Cc1ccc(CSCc2ccc(C(=O)NCC3CCCO3)o2)cc1 (configuration not stated)
  0.0, 0.1, 2, 9, 3, -10, -0.6, -10, 2
COc1ccc(-n2c(SCC(=O)/C(C#N)=C(\C)N)nc3ccccc3c2=O)cc1OC
  -0.7, 0.6, 6, -5, 5, 2, 0.7, -1, 2
O=C(Nc1nnc(C2CC2)s1)C1=NN(C2CCS(=O)(=O)C2)C(=O)CC1 (configuration not stated)
  0.2, 1.2, 5, 6, 19, 2, 0.2, -4, 0
N#CN=C1CCCCCN1CC(N)=O
  -2.1, 0.7, 0, 6, 10, -4, 1.2, -12, -2
COc1cc(/C=C/CN2CCN(CCC(C)C)C(CCO)C2)ccc1O (configuration not stated)
  3.3, 0.2, -1, 0, 14, 5, -2.0, -2, -1
COc1ccc(N2C(=O)c3ccccc3NC2c2cccnc2)cc1 (configuration not stated)
  -0.3, 0.6, -3, 7, 14, -31, 1.3, -9, -1
Cc1[nH]c2ccccc2c1/C=N\NC(=O)CNc1ccc2c(c1)OCO2
  2.1, 1.0, 2, 3, 6, -8, 1.8, -3, 0
Cc1ccc(N2C(=O)CC3(CC4C=CC3C4)C2=O)cc1 (configuration not stated)
  3.8, 0.5, -3, -1, 19, -12, 0.8, -7, -1
CC(=O)c1c(C)[nH]c(C(=O)Nc2cccc(S(=O)(=O)N3CCOCC3)c2)c1C
  -2.5, 0.1, -3, 2, -8, 6, 0.2, -3, 1
Cc1ccc(-c2nn(C)c(=O)c3ccccc23)cc1CNC(=O)CN1CCOCC1
  -1.4, 0.3, 1, 3, 4, 31, 0.0, 5, 0
CCOC(=O)CN1CC23C=CC(O2)C(C(=O)Nc2ccc(OC)cc2OC)C3C1=O (configuration not stated)
  1.4, 0.7, -1, 3, 30, 24, -0.1, 2, -2
COc1cc2c(cc1OC)CN(C(=O)c1ccc(OC)c(S(=O)(=O)N3CCOCC3)c1)CC2
  0.8, 0.0, -2, 1, 8, -19, 0.2, -8, 0
COC(=O)c1ccc(CNC(=O)COC(=O)CCC2CCCC2)cc1
  1.5, 0.0, -2, 4, 10, 18, -1.1, -2, -2
S=C(Nc1ccccc1Cl)NC1CCCCCC1
  -5.4, -0.2, 3, 6, 25, 0, 0.4, -4, -1

2 entries drawn at random from those above, as already listed:
Values run as follows: TNF death inh, TRPML3 agonist, Wee1 stabilizer, BaF3 parental, PPC-1+TRAIL kill, CHOP inhibitor, TRPN1 ag, RBBP9 inh, Ba/F3 V617F tox
S=C(Nc1ccccc1Cl)NC1CCCCCC1
  -5.4, -0.2, 3, 6, 25, 0, 0.4, -4, -1
CC(=O)c1c(C)[nH]c(C(=O)Nc2cccc(S(=O)(=O)N3CCOCC3)c2)c1C
  -2.5, 0.1, -3, 2, -8, 6, 0.2, -3, 1

Next section:
Values run as follows: TNF death inh, TRPML3 agonist, Wee1 stabilizer, BaF3 parental, PPC-1+TRAIL kill, CHOP inhibitor, TRPN1 ag, RBBP9 inh, Ba/F3 V617F tox
Cc1csc(SCC(=O)Nc2ccccn2)n1
  0.2, -0.1, -1, 3, 8, 1, -0.1, 2, 2
CC(C)(C)NC(=O)c1cc(Cl)ccc1[N+](=O)[O-]
  -0.8, 0.4, 1, 4, -7, 23, 0.2, -3, -3
COc1ccc(/C=C/C(=O)OCC(=O)c2c(N)n(C)c(=O)n(C)c2=O)c(OC)c1
  0.8, 0.4, 1, 2, 33, 12, 0.4, -8, 1
CCN(CC)C(=O)C(=O)c1c(-c2ccccc2)[nH]c2ccccc12
  -0.9, 0.4, -1, 7, 7, 2, -0.1, -8, 4
O=C(Nc1ccc2c(c1)OCCO2)c1oc2ccccc2c1NC(=O)C1CC1
  -0.5, 0.9, -2, 1, 17, 13, 0.7, -8, -1
COC(=O)c1ccc(C(=O)OC)c(NC(=O)C(C)(C)C)c1
  -0.4, 0.0, 0, 4, 2, 29, -0.3, -6, 2
CCOc1ccc(/C=N/n2cc(-c3ccccc3)[nH]c2=S)cc1
  -6.0, 0.2, 0, 3, -4, -128, -1.4, -11, 4
CCc1ccc2c(c1)C(c1ccc([N+](=O)[O-])cc1)=NNC(c1ccc(Br)cc1)=N2
  1.4, 0.2, 0, 8, 31, 84*, 1.1, -5, 3
CC(=O)Nc1cccc(-c2nnc(SCC(=O)n3c4c(c5ccccc53)CCCC4)n2C)c1
  -0.7, -0.3, -3, 5, 20, 16, 0.0, -7, -1
COCc1cc(/C=N\NC(=O)COc2ccc(Cl)cc2)ccc1OC
  2.0, -0.1, 0, 6, 23, 8, -1.4, 1, -2
NS(=O)(=O)c1cccc(NC(=O)CNC(=O)CC23CC4CC(CC(C4)C2)C3)c1
  1.3, 0.0, 3, 5, 7, 13, -0.5, -6, -3
COc1ccc2c(CC(=O)N(C)CC3COc4ccccc4O3)coc2c1 (configuration not stated)
  -0.8, -0.1, -1, 2, 14, 4, 0.2, -9, -1
CCC(CC)NC(=O)Cc1ccccc1OC
  0.0, 0.4, 1, 7, -3, 42, -1.3, -1, -1
Cc1cc2c(c(SCC(=O)Nc3ccc(C)c(C)c3)n1)C(=O)OC2
  -0.6, -0.3, 0, 13, 17, -1, -1.0, -4, 3
C/C(=N\NC(=O)C(=O)Nc1cccc(Cl)c1C)c1ccncc1
  1.7, 0.5, 1, 8, -9, 28, -0.6, 3, 2

Values run as follows: TNF death inh, TRPML3 agonist, Wee1 stabilizer, BaF3 parental, PPC-1+TRAIL kill, CHOP inhibitor, TRPN1 ag, RBBP9 inh, Ba/F3 V617F tox
Cc1cc(C)n(/N=C/c2c[nH]c3ccccc23)c(=O)c1
  -2.4, 0.5, 1, 4, -9, 24, -2.5, 3, -2
CCOc1ccc(C(=O)Nc2cccc(NC(=O)c3cccs3)c2)cc1[N+](=O)[O-]
  5.5, -0.1, 0, 9, -9, 28, 0.3, -39, 4
COc1ccc(CNC(=O)C2Cc3ccccc3CN2C(=O)c2ccco2)cc1 (configuration not stated)
  0.1, 0.6, 4, 7, -9, -3, -0.5, -9, 0
Cn1cc(S(=O)(=O)Nc2ccc(OC(F)(F)F)cc2)c(=O)n(C)c1=O
  -0.7, -0.5, -2, 1, 33, 14, 2.4, -8, 3
CCn1ncc(C(=O)Nc2cccc(Cl)c2)c1C
  2.1, -0.5, 2, -2, 22, -27, 1.1, -1, -4
CCOC(=O)c1sc(NC(=O)c2cccs2)nc1C
  -5.4, 0.5, 0, 2, 20, 41, 0.7, -4, -1
Cc1sc2c(c1C)c(=O)n(-c1ccccc1)c1nncn21
  -2.7, -0.3, 4, 7, 8, 3, 1.3, -7, -1
COc1cc2ncnc(NCc3ccccc3C)c2cc1OC
  -1.2, 0.4, 2, 5, 8, 11, -0.4, -8, -3
CCCc1cc(C(=O)N2CCN(c3ccccc3C)CC2)cs1
  -2.7, -0.7, 0, 5, 8, 11, -1.7, 4, -2
Cc1ccc(-c2cc(=O)c3cc(F)ccc3[nH]2)cc1
  -1.9, 0.0, -2, 4, 9, -20, 1.2, -5, 1
CCCCOC(=O)c1cccc(NC(=O)CCC(=O)O)c1
  -0.7, -0.1, -5, 0, -2, 12, 3.0, -5, -3
O=S(=O)(/C=C/c1ccccc1)N1CCN(c2nc(-c3cccnc3)nc3ccccc23)CC1
  -0.6, -0.3, 0, 6, 0, 60, -1.5, -13, 0
CC(C)OCCCNC(=O)c1ccccc1Oc1ccccc1
  -1.9, -0.5, -1, 6, 14, 19, -1.2, -4, -1
CCCN1C(=O)c2ccc(C(=O)NC3CCCCC3)cc2C1=O
  0.0, 0.9, 7, 4, 8, 4, 1.6, -3, -1
O=C(COC(=O)c1c2c(nc3ccccc13)CCN(Cc1ccccc1)C2)Nc1c(F)cccc1F
  -15, 0.0, -2, 2, 7, -22, -1.8, -2, 0

Some entries already given, showing only Wee1 stabilizer and TRPN1 ag:
structure,Wee1 stabilizer,TRPN1 ag
CCCc1cc(C(=O)N2CCN(c3ccccc3C)CC2)cs1,0,-1.7
CCOc1ccc(C(=O)Nc2cccc(NC(=O)c3cccs3)c2)cc1[N+](=O)[O-],0,0.3
CC(C)OCCCNC(=O)c1ccccc1Oc1ccccc1,-1,-1.2

The results go on.
Values run as follows: TNF death inh, TRPML3 agonist, Wee1 stabilizer, BaF3 parental, PPC-1+TRAIL kill, CHOP inhibitor, TRPN1 ag, RBBP9 inh, Ba/F3 V617F tox
NC(=O)c1ccccc1N/C=C/C(=O)c1ccc(F)cc1
  -7.0, -0.3, 7, -1, 63*[5 µM], 9, -1.2, -9, -3
CS(=O)(=O)Nc1nc2n(n1)C(c1ccccc1)C=C(c1ccc(Br)cc1)N2 (configuration not stated)
  -2.3, 2.6, 1, 0, -21, -15, 4.5, -2, -2
Cc1ccc(-n2cc(CNCCCN3CCCC3=O)c(-c3ccc(F)cc3)n2)cc1
  0.4, 0.5, -1, 5, 21, 10, 0.5, -7, 4
Cn1c(=O)cc(-c2ccccc2)c2ccccc21
  -3.3, -0.9, -2, 0, 4, 80*, -1.2, -3, -2
COc1cc(C(=O)Nc2ccc(S(=O)(=O)N3CCc4ccccc43)cc2)cc(OC)c1OC
  -3.8, 0.6, -3, 7, 18, 49, -0.2, -58, 5
Cc1ccc(Cl)cc1N1CCN(Cc2nc3ccsc3c(=O)[nH]2)CC1
  1.4, 0.4, -1, 3, -12, 35, -1.4, 6, -2
COc1ccc(/C=C\C(=O)c2c(O)ccc3c(C)cc(=O)oc23)cc1
  -3.4, 0.8, 0, 6, 15, 17, 0.9, -8, 0
CN(C)CCNC(=O)c1ccc(COCC(F)(F)F)cc1
  0.8, 0.0, 1, 2, -18, 4, 0.4, -7, 3
CC(C)COC(=O)Cn1cnc2ccc(Br)cc2c1=O
  57*, 0.1, 3, 8, -13, -11, 0.9, 2, -1
COC(=O)NNC(=O)COc1ccccc1C
  0.7, 0.9, 3, 8, 17, 25, 0.8, -9, 0
C=CCNC(=S)N1CCc2[nH]c3ccccc3c2C1
  2.5, -0.4, -1, 0, 5, 1, 0.6, -2, -2
CSc1ccc(-c2ccco2)nn1
  -1.2, 0.2, 1, 5, 1, -2, 1.1, -3, 1
O=C(NCc1ccccc1)NC(=O)c1ccncc1
  -1.7, 0.4, -1, 8, 31, -28, 1.9, 3, 5
O=C(CCC(=O)Nc1ccccc1)N/N=C/c1ccccc1F
  0.5, 0.3, 9, 4, 13, -23, 0.6, -7, -4
O=C1c2ccccc2C(=O)N1c1n[nH]c(CCc2ccccc2)n1
  -2.9, 0.3, 1, 0, 29, 13, -0.4, -5, -2
